Screens: PubChem, several laboratories
Autophagy HCS: autophagy modulators in MEF cells, primary screen, imaging, high-content, MEF GFP-LC3 | MEF GFP-LC3 puncta imaging; test concentration mostly 10 µM | calls only at 10 µM (by protocol) | 0.98% of 190,000 active;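 active = percentage of spot-positive cells more than 3 SD above its plate mean, without a fluorescence outlier flag or 80% toxicity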;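 note: spot-positive cell cutoff set from DMSO-treated cells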
Lipid droplet: inhibitors of hepatocyte lipid droplet formation, primary screen, imaging, high-throughput imaging, BODIPY stain. AML12 mouse hepatocytes, oleate lipid droplets. inhibition, % at 6.5 µM. 0.4% of 240,000 active. AID 1656, 2009;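 active = lipid droplet intensity inhibited by at least 50%, with more than 500 cells counted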
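Assay system: AML12 hepatocytes (mouse) / Also added: 100 µM oleic acid challenge / Times: overnight treatment with compound plus oleate / Detection: high-content imaging of BODIPY-stained droplets and DAPI nuclei / Evaluation: % inhibition of lipid droplet signal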
MT stabilizer: microtubule stabilizers in HeLa cells, primary screen, imaging, high-content imaging | HeLa tubulin immunostaining HCS, 24 h; share of cells brighter than vehicle mean+2SD | % tubulin-high responders, % at 10 µM | 0.83% of 200,000 active | AID 2205, 2009;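 active = plate Z-score above 3 for both tubulin-high and condensed-nucleus cell shares, with cell loss under 80%, at 10 µM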;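 note: anti alpha tubulin signal scored within the nucleus-defined area of each cell; some results filed as inactive read as strong as hits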
Dynein transport: inhibitors of GR-EGFP nuclear translocation, primary screen, dynein cargo transport inhibitor project, imaging, high-content, 3617.4 mouse cells; test concentration mostly 20 µM; stimulated with dexamethasone, 1 µM; active compounds read low; z-score, hits read low; 0.47% of 220,000 active; AID 1381, 2008;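 active = plate z-score of nuclear minus cytoplasmic receptor signal below a set negative limit, without overly bright fluorescence or cell loss, cut at about -3.5 in these data, passing the limit was not always enough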;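 note: z-score of nuclear minus cytoplasmic ring GR-EGFP intensity difference per well; some compounds called inactive have numbers as strong as hits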
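Schedule: 48 h induction, then 1 h compound, then 30 min agonist, 37 °C. Buffer or medium: tetracycline-free induction medium containing charcoal-stripped FBS. Reagent: 1.0 µM final dexamethasone stimulus. Evaluation: nuclear versus cytoplasmic GR-EGFP signal, averaged per well. Signal: high-content fluorescence imaging after fixation.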
Salmonella PhoP GFP: inhibitors of PhoP regulon expression, primary screen, Salmonella Typhimurium, GFP reporter (AID 1863) | S. Typhimurium PhoP-regulated promoter GFP reporter, 4 h; higher % means a stronger effect | one-dose inhibition, % at 50 µM; IC50 in µM for titrated hits | 0.16% of 300,000 active;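 active = inhibition over 29.93%, a cutoff 3 SD above the screen mean, later confirmed by dose response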;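 note: 0% = low Mg2+ inducing control and 100% = high Mg2+ repressing control; strong numbers were not always called active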
T cell HTS: modulators of CD8 T cell-vesicle binding, primary screen, mouse 2C CD8+ T cells, flow cytometry | 0.068% of 330,000 active | 2C CD8+ T cell-vesicle binding; active compounds read low | AID 2052, 2009 | calls only at 7 µM;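 active = response, share of CD8 T cells binding vesicles, and their 90th percentile fluorescence all below set limits, cut at about 80% in these data, passing the limit was not always enough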
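Assay system – 2C mouse CD8+ T cells · Also added – QL9-loaded Drosophila micro-vesicles · Timing – Cell–vesicle co-incubation 1.5 h at 37 °C, staining 20 min on ice · Signal – flow cytometry of vesicle-bound cells · Measure – percent CD8+ FL2 mean versus row control · Controls – Peptide-free naked vesicles (low) and QL9 vesicles with 0.7% DMSO vehicle (high)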
Ins promoter up: insulin promoter activators in MIN6 cells, imaging, high-content screening, mouse beta cells; MIN6 insulin promoter-GFP reporter; active compounds read high; z-score at 5 µM; 0.3% of 190,000 active; AID 1625, 2009;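 active = z-score above 3 at 5 µM with at least 500 cells counted in the well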
b-catenin transl: modulators of beta-catenin nuclear translocation, primary screen, imaging, HeLa cells, immunofluorescence, high-content; nuclear translocation activity, % at 5 µM; 0.3% of 190,000 active;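 active = nuclear translocation activity above 50% at 5 µM, with a well cell count of 50 or more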;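 note: per-cell ratio of nuclear to cytoplasmic median beta-catenin stain intensity; plate controls were DMSO negative control for no effect and GSK-3 inhibitor IX positive control for full effect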
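Test system: human HeLa cells, native beta-catenin. Compound dosing: 5 µM primary single dose, 0.1% DMSO, 0.02–20 µM confirmation series. Incubation: compound exposure 24 h at 37°C. Detection: beta-catenin immunostaining with DAPI counterstain, 20x imaging, 6 fields/well. Read-out basis: Nuclear/cytoplasmic beta-catenin signal ratio, % activation.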
ER stress rescue: rescue of cells from ER stress-induced death, primary screen, 384-well, CSM14.1, thapsigargin, ATP luminescence (AID 1222); CSM14.1 thapsigargin-induced death rescue, ATP luminescence; higher % means a stronger effect; cellular ATP content (survival), % at 20 µM, or EC50 in µM where a hit was titrated; 190,000 tested, under 10 active;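 active = EC50 below 50 µM in the dose-response confirmation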;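 note: death triggered by thapsigargin at about 15 µM added after 2 h compound pretreatment; cell ATP read after overnight thapsigargin exposure of roughly 18 to 22 hours; normalized against plate controls of thapsigargin alone and 5% DMSO vehicle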
Dynein transport cytoplasmic EGFP: also measured in Dynein transport; calls as there; z-score; measured here: cytoplasmic GR-EGFP intensity; active compounds read high
Dynein transport nuclear GR-EGFP: further read-out of Dynein transport, marked with its call; z-score; measured here: nuclear GR-EGFP intensity;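 lower value marks the stronger effect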
Dynein transport cell count: second read-out of Dynein transport, no call of its own (marks repeat the call); z-score; measured here: cell count per field
Ins promoter up cell count: recorded beside Ins promoter up, whose call it bears; cell count; measured here: cytotoxicity, nuclei count;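 total cells summed across four imaged fields per well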
Lipid droplet cells 6.5 µM: also measured in Lipid droplet; calls as there; cell count; measured here: cell count, cytotoxicity flag;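 cells counted across two imaged fields per well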
b-catenin transl cell count 5 µM: second read-out of b-catenin transl, no call of its own (marks repeat the call); cell count; measured here: cell count, cytotoxicity flag
T cell HTS vesicle-bound %: also measured in T cell HTS; calls as there; double positive events, %; measured here: CD8+ vesicle-bound cell fraction;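 binding gate set so that unloaded-vesicle control wells show 10% double positive cells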
MT stabilizer Hoechst-high %: second read-out of MT stabilizer, no call of its own (marks repeat the call); % Hoechst-high responders; measured here: nuclear condensation Hoechst responders;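 share of cells brighter than vehicle mean plus two SD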
MT stabilizer cytotoxicity %: second read-out of MT stabilizer, no call of its own (marks repeat the call); toxicity, %; measured here: cytotoxicity by cell density;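 0% = mean cell density of plate MIN control wells and 100% = no cells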
Autophagy HCS cell loss 18 h: second read-out of Autophagy HCS, no call of its own (marks repeat the call); toxicity, %; measured here: cell loss, nuclei count;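 cell loss after 18 h compound exposure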
* marks the source's active call; other numbers are inactive results; i = inactive; . = not tested or not shown.

SMILES	Autophagy HCS	Autophagy HCS cell loss 18 h	Lipid droplet	Lipid droplet cells 6.5 µM	MT stabilizer	MT stabilizer Hoechst-high %	MT stabilizer cytotoxicity %	Dynein transport	Dynein transport cytoplasmic EGFP	Dynein transport nuclear GR-EGFP	Dynein transport cell count	Salmonella PhoP GFP	T cell HTS	T cell HTS vesicle-bound %	Ins promoter up	Ins promoter up cell count	b-catenin transl	b-catenin transl cell count 5 µM	ER stress rescue
COc1cc(/C=C(/C#N)c2ccc(F)cc2)ccc1Oc1ccc([N+](=O)[O-])cn1	i	6.8	-4.6	621	2.6	2.0	1.0	0.206	-0.196	0.275	-0.325	-1.4%	i	18.8	-0.29	1236	3.1	1128	1.7%
CCOC(=O)CSc1nc(N(C)C)nc(N(C)C#N)n1	i	-3.7	2.4	779	2.6	1.9	10.3	-0.479	0.39	0.136	0.453	-7.5%	i	32.9	0.31	1187	2.0	1241	-1.4%
O=c1sc(/C=N/Nc2ccccc2)c(Cl)n1Cc1ccccc1	i	-3.2	-1.2	510	6.4	2.2	10.4	0.188	0.00841	0.453	-0.217	7.7%	i	53.9	0.74	1457	-4.4	1351	1.5%
CCOc1nnc(C)c2c(C)n(-c3cccc(OC)c3)nc12	i	17.3	.	.	2.3	2.1	7.2	0.433	-0.253	0.362	0.175	-4.9%	i	10.3	.	.	.	.	10.3%
O=C1Nc2ccccc2C12OCCCO2	i	40.6	.	.	2.4	2.0	10.0	0.545	-0.208	0.405	-0.36	7.0%	i	54.7	0.47	1229	-1.2	880	-2.6%
Cc1ccc(CNC(=O)CCNS(=O)(=O)c2cccc3nonc23)cc1	i	2.3	3.6	796	1.3	1.8	3.0	-0.114	0.218	-0.024	0.433	11.3%	i	12.7	-0.91	986	-2.3	1164	0.0%
CN(C)NC(=S)NC1CCS(=O)(=O)C1 (stereo unspecified)	.	.	-5.2	708	.	.	.	0.0661	-0.286	-0.258	1.21	-3.6%	i	31.9	0.11	1086	-0.9	1356	.
CCSc1nnc(CNC(=O)c2ccccc2F)n1-c1ccccc1OC	i	-7.3	1.2	688	4.8	3.5	8.2	-0.662	-0.342	0.0612	-0.0786	-6.0%	i	41.0	-0.03	1183	0.1	971	-0.9%
c1ccc(-c2ccc(OCCOCCn3cncn3)cc2)cc1	i	-3.6	2.8	727	3.4	3.9	7.0	0.564	-0.238	0.374	-0.98	-0.4%	i	34.2	0.29	1294	.	.	.
N#CC(C#N)=C1c2cc(S(N)(=O)=O)ccc2-c2ccc(S(N)(=O)=O)cc21	i	-2.8	30.5	692	6.8	1.6	8.1	0.256	-0.223	0.0942	-0.465	-4.0%	.	.	-0.26	1273	1.5	1100	1.0%
Nc1nonc1-c1nc2ccccc2n1CC(=O)O	i	38.0	10.6	766	1.5	1.0	5.7	-0.296	-0.146	0.145	0.383	-16.1%	.	.	.	.	-0.1	1063	-4.0%
CCOC(=O)/C(C#N)=C/C1=C(N2CCCC2)CC(C)(C)OC1	i	-2.5	-23.2	832	1.5	1.7	5.8	-0.789	-0.0977	-0.293	0.948	9.6%	i	41.1	.	.	-9.4	1175	-2.1%
COC(=O)c1ccc(C(=O)OC)c(NC(=S)N2CCC(N3CCCCC3)CC2)c1	i	5.5	3.5	760	5.0	4.2	7.5	-0.479	-0.285	0.259	0.198	-3.0%	i	45.7	1.33	1108	1.9	928	-1.3%
CC1CCCCC1NC(=O)CSc1nc2ccccc2c(=O)n1Cc1ccco1 (stereo unspecified)	.	.	.	.	.	.	.	.	.	.	.	.	i	33.6	-0.64	1336	1.6	1097	-3.0%
CCOC(=O)c1nn(-c2ccc(OCC)cc2)c2nc(CC(C)C)c(C#N)c(=O)n12	i	3.7	18.7	773	2.0	1.9	4.4	-1.17	-0.256	-0.634	0.712	11.2%	i	51.5	.	.	-2.5	621	-4.9%
C=CCn1c(SCc2c(C)noc2C)nc2cc(C(=O)O)ccc2c1=O	i	4.0	.	.	35.5*	25.8*	32.2*	-0.516	-0.173	-0.139	0.492	-0.1%	i	47.5	.	.	.	.	.
O=c1[nH]c(CN2CCN(c3ncccn3)CC2)nc2c(Br)cc(Br)cc12	.	.	-4.1	691	.	.	.	0.733	-0.0186	1.29	-1.5	9.6%	i	36.4	-0.39	1125	2.0	1336	.
CCCCOC1CC(c2ccc(OCc3ccc(OC)cc3)c(OC)c2)N(C)O1 (stereo unspecified)	i	-9.7	-6.2	673	3.9	2.7	11.1	1.38	-0.162	0.624	0.372	-8.3%	i	22.1	-1.06	1362	0.7	1087	-11.9%
O=C1CC(c2ccc(F)cc2)C(n2cncn2)C(O)=C1C1NCCc2ccccc21 (stereo unspecified)	i	-2.0	1.1	680	1.9	1.6	3.9	-0.26	-0.319	-0.118	0.268	11.9%	i	59.8	-1.14	1511	-2.5	1067	-1.8%
Cn1c(SCC(=O)N2CCOCC2)nc(O)cc1=O	i	5.9	9.8	819	4.0	2.1	6.9	-0.418	-0.193	-0.392	1.17	-4.5%	i	10.7	.	.	.	.	-0.3%
COc1cc(/C=C/C(=O)OCC(=O)NC(=O)NC(C)C)ccc1O	.	.	-20.8	677	.	.	.	-0.556	-0.283	-0.379	1.56	-8.9%	i	32.3	0.22	1054	-1.2	1320	.
CCC(=O)Nc1c(C(=O)N2CCN(c3ccccn3)CC2)cnn1-c1ccc(C)cc1	i	-1.5	11.1	729	0.4	2.9	9.7	0.168	-0.23	-0.287	0.798	-14.2%	i	54.5	0.64	1311	-1.8	593	-2.2%
CCc1ccc(N(CC(=O)NC2CCCC2)S(=O)(=O)c2c(C)noc2C)cc1	.	.	-39.2	626	7.0	1.7	5.1	0.896	-0.113	0.907	-0.906	3.8%	i	34.6	-0.52	2017	-4.7	1076	-0.9%
Cc1ccc(-c2noc(C3CCCN(C(=O)c4ccccc4)C3)n2)o1 (stereo unspecified)	i	4.7	6.0	809	2.7	0.4	21.2	1.15	-0.167	0.674	-0.785	-3.1%	i	31.7	0.35	1126	-0.3	863	-2.2%
CN(C)c1ccc(CNCCC2(O)CCOC(C)(C)C2)cc1 (stereo unspecified)	i	-12.0	2.7	669	4.9	3.7	6.0	-0.647	-0.131	0.118	0.931	9.2%	i	5.9	-0.03	1561	-1.4	1048	-1.7%
Cc1c(C(=O)Nc2ccncc2)oc2c1C(=O)CC(C)(C)C2	i	-5.9	-19.4	720	3.9	2.6	4.8	1.54	-0.22	0.774	-0.405	9.0%	i	43.1	-0.5	1316	.	.	.
CCc1ccc(C2(C)SC(NC(C)=O)=NN2C(C)=O)cc1 (stereo unspecified)	i	-4.1	.	.	2.4	1.7	10.2	-0.593	-0.103	-0.395	0.815	-1.8%	i	27.0	1.14	1539	-1.0	1450	2.5%
O=C(NNC(=O)C1CC(c2cccnc2)=NO1)Nc1ccccc1F (stereo unspecified)	i	17.7	-21.1	638	1.4	1.8	7.6	-0.515	-0.211	-0.265	-0.00486	-2.6%	i	28.1	-0.64	1187	0.6	1040	.
O=C(Nc1cccc(Cn2cccn2)c1)c1cc2c(s1)CCCC2	i	-3.6	55.2*	808*	1.4	2.3	8.6	-0.605	0.0588	0.232	-0.882	-5.2%	i	22.6	2.08	1209	1.2	933	-3.4%
CC(=O)O/C(=C\c1cn(C(C)=O)c2ccccc12)C(=O)O	.	.	0.0	670	.	.	.	1.67	-0.0266	1.31	-0.365	11.6%	i	38.7	-1.21	932	-1.1	1285	.
Cc1ccc(C(=O)NCc2ccco2)cc1Br	i	1.0	-0.2	787	1.7	1.0	4.1	-0.505	-0.234	-0.205	1.28	0.2%	i	17.7	-0.71	869	.	.	1.4%
COC(=O)c1cc(S(=O)(=O)N(C)C2CCCCC2)oc1C	.	.	-20.3	685	.	.	.	1.02	-0.23	0.37	-0.742	2.7%	i	43.3	.	.	-2.5	1218	.
Cc1cccc(C)c1N1C(=O)c2ccccc2C1=O	i	-8.2	.	.	2.8	2.3	11.0	-0.884	-0.237	-0.468	0.199	1.4%	i	32.7	-0.21	1042	-1.6	1208	-1.3%
